PfGluPho inh = PfG6PD (Plasmodium falciparum) enzyme inhibition; 0.78% of 350,000 active; AID 504690; PfGluPho enzyme, NADPH resazurin-diaphorase fluorescence; inhibition, % at 20 µM;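 active = inhibition reaching at least a set limit at 20 µM in the primary screen, cut at about 59% in these data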;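 note: 0% = DMSO wells with substrate and 100% = DMSO wells lacking glucose-6-phosphate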
mIAP inh = blocks mouse intestinal alkaline phosphatase; purified mouse IAP, CDP-Star luminescence, 30 min; inhibition, % at 10 µM; 0.2% of 330,000 active;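 active = inhibition of at least 40% at 10 µM in the primary screen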;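 note: plate controls were DMSO with enzyme for no effect and no enzyme wells for full effect; values of inactives mirror those of a sister screen read the other way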
hIAP activ = human IAP activation | AID 2524 | activation factor at 10 µM | P09923 | purified human IAP, CDP-Star luminescence, 30 min; hits give high values; 1 = vehicle-only enzyme, 0 = enzyme-free background | 0.16% of 330,000 active;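 active = activation factor of the enzyme at least 2-fold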; note: the source names both 10 and 20 µM as test concentration; values of inactives mirror those of a sister screen read the other way
Target sequence (P09923 whole entry, looked up): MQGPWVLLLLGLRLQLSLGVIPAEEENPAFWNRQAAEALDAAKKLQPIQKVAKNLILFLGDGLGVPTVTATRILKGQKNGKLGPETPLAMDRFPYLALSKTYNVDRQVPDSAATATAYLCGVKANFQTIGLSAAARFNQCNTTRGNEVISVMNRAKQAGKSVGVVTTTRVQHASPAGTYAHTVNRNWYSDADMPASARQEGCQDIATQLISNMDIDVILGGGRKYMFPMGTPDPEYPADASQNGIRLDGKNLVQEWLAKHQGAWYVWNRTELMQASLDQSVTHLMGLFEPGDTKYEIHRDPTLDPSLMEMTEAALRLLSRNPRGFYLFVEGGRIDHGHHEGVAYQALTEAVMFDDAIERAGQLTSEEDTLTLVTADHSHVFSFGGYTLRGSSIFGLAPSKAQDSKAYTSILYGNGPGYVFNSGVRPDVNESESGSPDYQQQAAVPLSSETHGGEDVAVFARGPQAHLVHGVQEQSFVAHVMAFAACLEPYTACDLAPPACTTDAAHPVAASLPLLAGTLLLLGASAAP
A3A deaminase = inhibitors of human APOBEC3A DNA deaminase. 0.41% of 330,000 active. inhibition, % at 20 µM. recombinant A3A, FAM/TAMRA ssDNA deamination fluorescence. AID 493011;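 active = at least 40% inhibition at 20 µM here, with at most 30% in a related deaminase screen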;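 note: plate controls were A3A with DMSO for no effect and wells lacking A3A enzyme for full effect; some results filed as inactive read as strong as hits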
mIAP act = mouse IAP activation | activation factor at 10 µM | muIAP, CDP-Star luminescence, 30 min; hits give high values; 1 = vehicle-only enzyme signal, 0 = enzyme-free wells | AID 2805 | 0.24% of 330,000 active;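 active = activation factor of at least 2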; note: the source names both 10 and 20 µM as test concentration; values of inactives mirror those of a sister screen read the other way
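Assay system: mouse IAP enzyme; reagent: chemiluminescent substrate CDP-Star; dosing: test compounds delivered from DMSO solution; schedule: 30 min at room temperature; measured by: luminescence from enzymatic CDP-Star hydrolysis; controls: DMSO-only wells and no-enzyme negative control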
ATG4B inh = inhibitors of human ATG4B cysteine protease; 0.51% of 340,000 active; ATG4B cleavage of LC3-PLA2, NBD-HPC fluorescence, 1 h; inhibition, % at 8.33 µM; in the data active = inhibition above about 40%
Target sequence (Q9Y4P1 whole entry, looked up): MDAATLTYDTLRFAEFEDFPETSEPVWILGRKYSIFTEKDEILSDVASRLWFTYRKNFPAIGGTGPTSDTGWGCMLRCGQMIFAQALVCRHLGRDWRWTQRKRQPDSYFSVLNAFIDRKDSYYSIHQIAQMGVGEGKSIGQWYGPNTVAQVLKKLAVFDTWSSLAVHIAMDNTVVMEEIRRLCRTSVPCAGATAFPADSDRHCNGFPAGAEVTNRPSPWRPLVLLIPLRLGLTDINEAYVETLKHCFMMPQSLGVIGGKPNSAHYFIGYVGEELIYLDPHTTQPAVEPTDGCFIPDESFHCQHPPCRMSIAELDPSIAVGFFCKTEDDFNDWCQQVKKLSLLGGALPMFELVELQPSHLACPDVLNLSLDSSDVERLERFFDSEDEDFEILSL
HKDC1 inh = HKDC1 (human) hexokinase inhibition | inhibition, % at 20 µM | AID 493160 | 0.16% of 340,000 active | recombinant HKDC1, G6PDH/diaphorase resazurin coupled fluorescence;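 active = inhibition above about 35% when tested at 20 µM, limit read from the data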;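 note: plate controls were DMSO wells with enzyme for no effect and DMSO wells lacking enzyme for full effect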
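Incubation: 90 min at room temperature in dark / Material: recombinant HKDC1 (HK5) hexokinase enzyme, produced in-house / Quantity: enzyme 5 µg/mL final / Compound: one dose of 20 µM, 1% DMSO / Reagent: glucose and ATP substrates / Buffer or medium: Tris pH 8.0 buffer with MgCl2, Tween-20, BSA, BME / Technique: resorufin fluorescence at 613 nm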
hIAP block = blocks human intestinal alkaline phosphatase | inhibition, % at 10 µM | 0.12% of 330,000 active | AID 2544 | P09923 | purified IAP, CDP-Star luminescence, 30 min;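 active = inhibition reaching a set limit with compound at 10 µM in the primary screen, cut at about 35% in these data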;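 note: plate controls were DMSO wells with enzyme for no effect and no-enzyme buffer wells for full effect; values of inactives mirror those of a sister screen read the other way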
Numbers without * were called inactive; · = no result given. Hits appear at their usual frequency; about 2.4% have a hit in one of these screens.

Every second line gives: hIAP block	PfGluPho inh	mIAP act	mIAP inh	ATG4B inh	HKDC1 inh	hIAP activ	A3A deaminase
COc1ccc(NC(=O)C(NS(=O)(=O)c2ccc3c(c2)CCCN3C(C)=O)C(C)C)c(OC)c1 (stereo not given)
  -12.0	0.1	1.06	-5.6	5.0	5.0	1.12	-0.7
O=[N+]([O-])c1ccc(-n2ccnc2)cc1
  -21.7	2.0	0.977	2.3	-8.9	0.8	1.22	-4.6
Cc1c(C(=O)O)sc2nc3n(c(=O)c12)CCC3
  4.1	5.7	0.912	8.8	5.2	11.5	0.959	24.6
COc1cccc(CC(=O)OCC(=O)NC(Cc2ccccc2)C(C)=O)c1 (stereo not given)
  3.7	-8.0	1.04	-3.9	8.9	-8.7	0.963	0.0
COC(=O)c1ccc(CC(=O)c2nc3ccccc3s2)cc1
  10.5	-12.8	0.896	10.4	7.5	-10.7	0.895	-2.5
CCc1ccc(C2NC(=S)NC3=C2C(=O)CC(C)(C)C3)cc1 (stereo not given)
  4.9	19.8	0.927	7.3	-0.2	-10.1	0.951	-3.3
O=C(Nc1ccc(Br)cc1)c1ccco1
  0.9	-1.2	1.05	-4.9	2.3	-3.1	0.991	4.3
Cc1ccc(CCNC(=O)CCS(=O)(=O)c2ccc3c(c2)oc(=O)n3C)cc1
  10.2	-6.2	0.963	3.7	16.2	-5.9	0.898	-2.0
Cc1cccc(C(=O)NCC(=O)N2CC(=O)Nc3ccccc32)c1
  -0.2	-9.3	1.01	-0.7	0.5	-9.7	1	-1.8
Cc1cc(C(=O)N/N=C/c2ccccc2[N+](=O)[O-])c(C)o1
  -12.8	0.5	1.13	-12.9	-2.5	-8.4	1.13	-6.4

One compound at a time, from the list above.
CCc1ccc(C2NC(=S)NC3=C2C(=O)CC(C)(C)C3)cc1 (stereo not given) reads hIAP block = 4.9; PfGluPho inh = 19.8; mIAP act = 0.927; mIAP inh = 7.3; ATG4B inh = -0.2; HKDC1 inh = -10.1; hIAP activ = 0.951; A3A deaminase = -3.3
COc1ccc(NC(=O)C(NS(=O)(=O)c2ccc3c(c2)CCCN3C(C)=O)C(C)C)c(OC)c1 (stereo not given) reads hIAP block = -12.0; PfGluPho inh = 0.1; mIAP act = 1.06; mIAP inh = -5.6; ATG4B inh = 5.0; HKDC1 inh = 5.0; hIAP activ = 1.12; A3A deaminase = -0.7

The listing continues.
Every second line gives: hIAP block	PfGluPho inh	mIAP act	mIAP inh	ATG4B inh	HKDC1 inh	hIAP activ	A3A deaminase
Cn1c(=O)[nH]c2nnc(-c3ccc(Cl)c(Cl)c3)nc2c1=O
  8.5	-3.9	0.873	12.7	6.1	16.3	0.915	-4.1
COc1cccc(C(=O)OCC(=O)c2c(N)n(C)c(=O)n(C)c2=O)c1
  8.7	-9.6	1.05	-4.7	-2.5	-1.0	0.913	-0.2
S=C(Cc1ccc(Cl)cc1)N1CCOCC1
  -1.7	3.3	1.06	-6.1	8.3	-7.8	1.02	-5.7
C/C(=N\NC(=O)C(C)Oc1ccc([N+](=O)[O-])cc1)c1ccccn1 (stereo not given)
  -37.6	-21.0	1.03	-2.6	2.1	-9.8	1.38	-3.8
Cc1nnc(N(Cc2ccco2)C(=O)c2cccc(C#N)c2)s1
  -2.2	-5.7	1.11	-11.1	3.0	-1.0	1.02	-1.7
C=CC(C)Sc1nc2c(c(=O)n(C)c(=O)n2C)n1Cc1ccccc1Cl (stereo not given)
  19.5	56.1	0.923	7.7	-16.0	0.0	0.805	0.5
CC(=O)c1c(C)[nH]c(C(=O)Nc2ccc(Cl)c(S(=O)(=O)N(C)C)c2)c1C
  4.1	0.8	1.13	-13.4	-5.0	18.2	0.959	-1.9
O=C(CSc1ccc(-c2ccccn2)nn1)N1CCCC1
  -1.4	-4.3	0.94	6.0	-3.5	-3.4	1.01	2.5
CCN(C(=O)CSc1nnnn1-c1ccc(Cl)cc1)C1CCS(=O)(=O)C1 (stereo not given)
  10.8	-1.1	0.993	0.7	-6.1	-4.6	0.892	2.2
COc1ccccc1CN(Cc1cccnc1)S(=O)(=O)c1ccc(-n2cnnn2)c(OC)c1
  -1.2	5.2	0.972	2.8	-24.9	-1.6	1.01	-7.0
Nc1nonc1C(=Nc1ccc(Br)cc1)NO
  0.3	-1.2	0.901	9.9	-6.7	-1.9	0.997	-2.2
COc1ccc(S(=O)(=O)Nc2ccncc2)c(C)c1C
  -0.4	-0.7	1.13	-13.4	-1.9	-2.1	1	-6.7
Cc1cc(O)c(CN(C)C)c2c1C(=O)/C(=C/c1ccco1)O2
  -4.1	17.2	0.815	18.5	-5.7	2.8	1.04	47.6*
O=C(CCNS(=O)(=O)c1ccccc1)NCCSc1ccc(Br)cc1
  -3.3	1.5	1.1	-10.5	-48.5	-4.0	1.03	-4.1
O=C(COC(=O)C1CC2C=CC1C2)Nc1ccc2c(c1)OC(F)(F)O2 (stereo not given)
  6.4	-2.1	1.07	-7.5	8.1	18.8	0.936	-2.3
NC(=S)N/N=C\c1ccccc1OCc1ccccc1
  9.0	16.4	0.773	22.7	32.3	-6.2	0.91	-2.4
CCOc1ccc(N2CC(C(=O)OCC(=O)NCc3ccccc3)CC2=O)cc1 (stereo not given)
  15.6	-7.7	1	-0.1	-8.3	-4.5	0.844	-0.2
CCCC(=O)Nc1cc(-c2nn(C)c(=O)c3ccccc23)ccc1N1CCOCC1
  7.5	-6.7	0.978	2.2	-0.8	-4.6	0.925	0.0
O=C(Nc1ccc(S(=O)(=O)N2CCCCC2)cc1)c1ccco1
  -3.0	5.1	0.951	4.9	-6.9	-1.9	1.03	-4.5
O=C(Nc1ccc(-n2cnnn2)cc1)C1CCC1
  0.2	12.1	1.05	-4.7	-1.7	1.0	0.998	3.9

Shown as labelled records: entries from further up
> O=C(CCNS(=O)(=O)c1ccccc1)NCCSc1ccc(Br)cc1
  hIAP block: -3.3
  PfGluPho inh: 1.5
  mIAP act: 1.1
  mIAP inh: -10.5
  ATG4B inh: -48.5
  HKDC1 inh: -4.0
  hIAP activ: 1.03
  A3A deaminase: -4.1
> O=C(COC(=O)C1CC2C=CC1C2)Nc1ccc2c(c1)OC(F)(F)O2 (stereo not given)
  hIAP block: 6.4
  PfGluPho inh: -2.1
  mIAP act: 1.07
  mIAP inh: -7.5
  ATG4B inh: 8.1
  HKDC1 inh: 18.8
  hIAP activ: 0.936
  A3A deaminase: -2.3
> NC(=S)N/N=C\c1ccccc1OCc1ccccc1
  hIAP block: 9.0
  PfGluPho inh: 16.4
  mIAP act: 0.773
  mIAP inh: 22.7
  ATG4B inh: 32.3
  HKDC1 inh: -6.2
  hIAP activ: 0.91
  A3A deaminase: -2.4
> CCOc1ccc(N2CC(C(=O)OCC(=O)NCc3ccccc3)CC2=O)cc1 (stereo not given)
  hIAP block: 15.6
  PfGluPho inh: -7.7
  mIAP act: 1
  mIAP inh: -0.1
  ATG4B inh: -8.3
  HKDC1 inh: -4.5
  hIAP activ: 0.844
  A3A deaminase: -0.2

(more compounds)
Every second line gives: hIAP block	PfGluPho inh	mIAP act	mIAP inh	ATG4B inh	HKDC1 inh	hIAP activ	A3A deaminase
Cc1ccc(NC(=O)CSc2ncn[nH]2)c([N+](=O)[O-])c1
  6.5	20.5	0.875	12.5	-10.4	-4.1	0.935	3.5
COc1cc(OC)nc(NC2OC(=O)c3ccccc32)n1 (stereo not given)
  23.7	-7.1	0.973	2.7	-6.0	4.4	0.763	-2.2
CC(C)Oc1ccc(S(=O)(=O)N2CCOCC2)cc1NC(=O)C1=NN(c2ccccc2)C(=O)CC1
  3.7	-9.8	0.924	7.6	-6.2	6.1	0.963	0.0
CC(C)(C)N1CSC(=S)N(Cc2ccccc2)C1
  3.2	6.1	0.953	4.7	-0.6	-3.0	0.968	-3.6
COCCn1c(SC(C)C(=O)Nc2ccc(N3CCOCC3)cc2)nnc1-c1ccncc1 (stereo not given)
  -14.3	11.5	0.886	11.4	-14.9	-4.1	1.14	-4.0
CCCn1c(=O)c(F)cn(Cc2ccc(OC)c([N+](=O)[O-])c2)c1=O
  -1.8	-1.4	0.969	3.1	-6.4	4.5	1.02	-0.5
COc1ccc2cc(CO)c(Cl)nc2c1
  -4.3	-17.0	1.01	-0.9	-9.3	7.0	1.04	0.2
O=C(Nc1cccc2c1C(=O)NC2=O)c1cccc(N2C(=O)CCC2=O)c1
  -2.9	-4.1	0.868	13.2	-4.0	-10.6	1.03	2.7
CC(C)c1ccc(NC(=O)C2CSC3(C)CCC(=O)N23)cc1 (stereo not given)
  -10.0	17.5	1.04	-3.6	-5.6	-2.9	1.1	-7.8
CCN(C(=O)c1cc2c(=O)[nH]c3ccc(C)cc3c2s1)c1ccccc1F
  -3.2	0.6	0.935	6.5	-13.1	4.4	1.03	0.2
CSc1ccccc1OCc1cc(C(=O)N(C)Cc2nonc2C)no1
  5.0	12.0	0.994	0.6	-5.7	-1.2	0.95	1.0
COc1ccc(CNS(=O)(=O)c2ccc(F)c(C(=O)Nc3ccc(OC)cc3)c2)cc1
  -2.9	2.6	0.947	5.3	-10.6	-10.2	1.03	0.0
COCCN(C(=O)c1ccccc1F)c1nnc(-c2ccc(OC)cc2)s1
  -8.5	2.4	0.997	0.3	1.8	-4.5	1.08	-1.4
O=C(O)[C@H](Cc1c[nH]c2ccccc12)Nc1ncccc1[N+](=O)[O-]
  -3.4	17.3	1.01	-1.4	9.4	-2.8	1.03	-0.8
COc1ccc(CCNC(=O)C2CCN(S(=O)(=O)c3ccc4c(c3)oc(=O)n4C)CC2)cc1OC
  -2.3	6.7	0.939	6.1	-0.4	3.6	1.02	-2.6
Cc1cc(C)c(N(CC(=O)NCc2ccccc2)C(=O)c2csnn2)c(C)c1
  8.1	-18.6	1.15	-15.1	-0.2	-2.8	0.919	1.0
O=C(c1ccccc1)N1N=C(c2ccccc2)CC1c1cccs1 (stereo not given)
  8.6	-5.9	0.953	4.7	24.7	-1.6	0.914	0.4
CCCCCCCCc1nc(SCC(C)=O)n[nH]1
  -25.4	-13.8	0.94	6.0	3.6	-1.1	1.25	-1.0
COC(=O)c1ccccc1NC(=O)CSc1n[nH]c(-c2ccncc2)n1
  17.7	-24.9	0.986	1.4	4.7	10.8	0.823	-3.8
CCCc1nnc(NC(=O)CCC(=O)NCc2ccccc2)s1
  -15.7	3.9	1.06	-5.6	10.0	-5.5	1.16	-5.0
N#CCCn1cc(/C=N/NC(N)=S)c(-c2ccccc2)n1
  -5.3	-2.7	1.05	-5.4	-2.0	-6.7	1.05	-6.1
CC(C)(C)c1nc2ccccc2c2nnc(SCC(=O)NCc3ccco3)n12
  1.5	1.0	0.905	9.5	15.9	-3.2	0.985	2.8
OCCN1CCN(CC(O)COc2ccc(Cl)cc2)CC1 (stereo not given)
  -0.2	-11.8	1.07	-6.8	0.7	-1.9	1	-2.7
Cc1ccc(-c2nn(-c3ccccc3)cc2C(=O)N2CCN(C3CCS(=O)(=O)C3)CC2)cc1 (stereo not given)
  -0.7	11.5	0.983	1.7	-40.4	-6.6	1.01	28.2
COc1cc2nc(Cl)nc(N3CCN(C)CC3)c2cc1OC
  2.0	·	1.04	-4.0	·	·	0.98	-1.1
CCC(CC)C(=O)Nc1ccc(C(=O)c2ccccc2)cc1
  3.1	2.3	0.932	6.8	5.5	-5.1	0.969	-2.9

High-throughput results as filed in PubChem.
